All columns: NCI-60 one-dose screen, growth in % after 48 h at 10 µM unless noted; 100 = growth as untreated, 0 = no growth, -100 = all killed.
SF-539 = SF-539 CNS cancer | actives 6.8% (n = 81,000) | AID 1794752
PC-3 = PC-3 prostate cancer cells | actives 3.9% (n = 80,000)
DU-145 = DU-145 prostate cancer. actives 4.2% (n = 81,000)
SNB-19 = SNB-19 CNS cancer cells | actives 2.5% (n = 81,000)
HCC-2998 = HCC-2998 colon cancer; actives 4.7% (n = 79,000); AID 1794799
SNB-75 = SNB-75 CNS cancer | actives 5% (n = 79,000)
SF-295 = SF-295 CNS cancer cells | AID 1794758 | actives 5.6% (n = 79,000)
SF-268 = SF-268 CNS cancer cells; actives 3.1% (n = 82,000)
U251 = U251 CNS tumor cells; AID 1794753; actives 5.4% (n = 80,000)
* hit, by the source's call; . = no result given; & = joins results of further samples. The calls were made as follows: active = growth percent below 10; inactive = the rest. Rows are unselected; any-hit rate near 9.9%.

SMILES	SF-539	PC-3	DU-145	SNB-19	HCC-2998	SNB-75	SF-295	SF-268	U251
CCCCCCCCN(Cc1ccccc1)CC(O)c1ccncc1 (configuration not stated)	99	96	103	101	97	76	101	90	99
O=C(O)c1c(-c2ccc(Cl)c(Cl)c2Cl)nc2n1CCS2	95	95	80	97	110	85	102	48	97
COc1ccc(/C=N/S(=O)(=O)O)cc1	100	89	109	110	106	90	101	98	95
NS(=O)(=O)c1ccc(N2N=C(c3ccc(Cl)cc3Cl)CCC2=O)cc1	102	94	97	91	110	85	99	93	90
O=c1cc(C2=NCCc3c2[nH]c2ccccc32)c2ccc3ccccc3c2o1	102	71	107	99	109	81	76	88	89
O=C(Cc1nc2ccc(Cl)cc2[nH]c1=O)c1ccccc1	66	44	69	.	73	80	57	99	76
COc1ccc(-c2nc(/C=C3\C(=O)Nc4ccccc43)c3ccccn23)cc1	42	82	82	76	103	68	103	45	77
COc1ccc(-n2c(=O)nc(NCc3ccc(C(C)(C)C)cc3)[nH]c2=O)cc1	99	88	121	100	116	.	100	109	119
COc1ccccc1NC(=O)CC(C)=O	105	89	116	101	101	98	111	111	116
S=C(Nc1ccccc1)c1ccccn1	91	92	120	98	99	97	114	105	95
CN1CCN(c2ccnc(SCC(=O)c3ccc(Cl)cc3)n2)CC1	91	88	98	89	93	59	92	87	92
CCCCCCN1C(=O)CCC1=O	105	107	98	109	107	102	132	97	91
CCCCC(=CC(C)(C)C)CCCC	98	98	110	105	100	83	103	103	104
Cc1cc2c(cc1C)NC(C)CC(=O)N2 (configuration not stated)	91	88	96	129	94	106	95	94	110
CC1(C)CC[C@]2(C(=O)O)CC[C@]3(C)C(=CC[C@@H]4[C@@]5(C)CC[C@H](O)[C@@](C)(C=O)[C@@H]5CC[C@]43C)[C@H]2C1	91	73	86	58	116	54	56	74	64
O=c1c2ccccc2n(CC(O)CN2CCCC2)c2ccccc12 (configuration not stated)	112	90	183	105	113	94	93	107	99
COc1cc2ccc(C=O)cc2cc1OC	109&94	95&94	116&108	99&106	115&103	91&85	100&105	107&103	101&97
COc1cccc(NC(=O)c2ccc(NC(=O)CCl)s2)c1	38	-12*	88	74	81	75	65	46	-40*
COc1ccc(CO)cc1OC	105	95	113	101	102	67	95	109	120
COc1cccc(-c2cn3nc(-c4c[nH]c5ccc(Br)cc45)sc3n2)c1	91	71	84	92	81	69	74	84	89
CCCC(=O)Nc1ccc(N)cc1OC	97	106	14	98	99	124	78	86	73
O=C(/C=C/c1coc(-c2ccc(Cl)cc2)n1)c1ccc(Br)cc1	114	91	109	99	104	102	112	100	95
O=C(Nc1cccc2[nH]c(C(F)(F)F)nc12)c1ccc(Br)cc1F	.	.	47	30	48	61	35	29	19
Cc1nc(N)sc1Cc1ccn(C)n1	110	103	104	107	105	93	107	101	95
C=C1C(=O)O[C@H]2[C@H]1CC/C(COC(=O)NC1CCC(O)CC1)=C\CC[C@@]1(C)O[C@@H]21 (some centres not stated)	63&72	91&96	29&39	99&100	.	72&71	96&97	91&93	88&92
N#Cc1c(-c2ccccc2)cc(-c2ccccc2)n(CC(=O)O)c1=O	66	70	87	58	82	.	37	67	48
COc1ccc(C2C(C#N)=C(N)OC3=C2C(=O)c2ccccc2C3=O)cc1 (configuration not stated)	97	87	105	104	120	77	102	97	106
CC(=O)Nc1cc2ccccc2[n+](C)c1	96	95	119	107	100	93	94	110	101
O=C(O)N1CCc2c(sc3ccccc23)C1	96	109	116	105	102	73	92	107	103
CSCC[C@H](N)C(=O)O	108	96	105	107	99	99	93	101	101
O=C1c2c(c3c4cc(Br)ccc4[nH]c3c3ccc4ccccc4c23)C(=O)N1CCN1CCNCC1	87	67	72	77	52	85	74	73	-47*
NCCNc1nc2ccc(F)cc2c2c(=O)c3cc(F)ccc3sc12	74	45	7.2*	65	15	40	82	49	24
CCOC(=O)C1CC(CN2C(=O)c3ccccc3C2=O)OC1=O (configuration not stated)	109	104	118	103	.	86	99	106	108
CC1(C)CC(=O)C2=C(C1)N(Cc1ccc(C(=O)O)cc1)C1=C(C(=O)CC(C)(C)C1)C2c1ccc(Br)cc1	103	99	110	106	102	95	99	105	101
Cc1cc2n(n1)C(C(C)C)C(C(=O)c1cc(Cl)c(C)cc1O)=CN2 (configuration not stated)	85	45	111	77	92	89	78	87	85
O=[N+]([O-])CC(O)c1ccccc1 (configuration not stated)	103	95	109	101	99	92	113	100	99

20 successive records from above:
SMILES	SF-539	PC-3	DU-145	SNB-19	HCC-2998	SNB-75	SF-295	SF-268	U251
COc1cc2ccc(C=O)cc2cc1OC	109&94	95&94	116&108	99&106	115&103	91&85	100&105	107&103	101&97
COc1cccc(NC(=O)c2ccc(NC(=O)CCl)s2)c1	38	-12*	88	74	81	75	65	46	-40*
COc1ccc(CO)cc1OC	105	95	113	101	102	67	95	109	120
COc1cccc(-c2cn3nc(-c4c[nH]c5ccc(Br)cc45)sc3n2)c1	91	71	84	92	81	69	74	84	89
CCCC(=O)Nc1ccc(N)cc1OC	97	106	14	98	99	124	78	86	73
O=C(/C=C/c1coc(-c2ccc(Cl)cc2)n1)c1ccc(Br)cc1	114	91	109	99	104	102	112	100	95
O=C(Nc1cccc2[nH]c(C(F)(F)F)nc12)c1ccc(Br)cc1F	.	.	47	30	48	61	35	29	19
Cc1nc(N)sc1Cc1ccn(C)n1	110	103	104	107	105	93	107	101	95
C=C1C(=O)O[C@H]2[C@H]1CC/C(COC(=O)NC1CCC(O)CC1)=C\CC[C@@]1(C)O[C@@H]21 (some centres not stated)	63&72	91&96	29&39	99&100	.	72&71	96&97	91&93	88&92
N#Cc1c(-c2ccccc2)cc(-c2ccccc2)n(CC(=O)O)c1=O	66	70	87	58	82	.	37	67	48
COc1ccc(C2C(C#N)=C(N)OC3=C2C(=O)c2ccccc2C3=O)cc1 (configuration not stated)	97	87	105	104	120	77	102	97	106
CC(=O)Nc1cc2ccccc2[n+](C)c1	96	95	119	107	100	93	94	110	101
O=C(O)N1CCc2c(sc3ccccc23)C1	96	109	116	105	102	73	92	107	103
CSCC[C@H](N)C(=O)O	108	96	105	107	99	99	93	101	101
O=C1c2c(c3c4cc(Br)ccc4[nH]c3c3ccc4ccccc4c23)C(=O)N1CCN1CCNCC1	87	67	72	77	52	85	74	73	-47*
NCCNc1nc2ccc(F)cc2c2c(=O)c3cc(F)ccc3sc12	74	45	7.2*	65	15	40	82	49	24
CCOC(=O)C1CC(CN2C(=O)c3ccccc3C2=O)OC1=O (configuration not stated)	109	104	118	103	.	86	99	106	108
CC1(C)CC(=O)C2=C(C1)N(Cc1ccc(C(=O)O)cc1)C1=C(C(=O)CC(C)(C)C1)C2c1ccc(Br)cc1	103	99	110	106	102	95	99	105	101
Cc1cc2n(n1)C(C(C)C)C(C(=O)c1cc(Cl)c(C)cc1O)=CN2 (configuration not stated)	85	45	111	77	92	89	78	87	85
O=[N+]([O-])CC(O)c1ccccc1 (configuration not stated)	103	95	109	101	99	92	113	100	99

Remaining list, next part
SMILES	SF-539	PC-3	DU-145	SNB-19	HCC-2998	SNB-75	SF-295	SF-268	U251
CCN(CC)CCOCCn1c(C)ccc1C	106	93	112	.	102	87	99	98	108
Cc1ccc(C)c(NC(=O)N2CCCCC2C)c1 (configuration not stated)	98	105	100	97	106	80	95	100	.
CCOC(=O)C1=NN(c2ccccc2)C(=O)C1N=Nc1ccc(S(=O)(=O)Nc2onc(C)c2C)cc1 (configuration not stated)	98	101	114	98	104	100	102	103	.
COc1cc(/C=C/c2cc(/C=C/c3ccc(O)c(OC)c3)n(-c3ccc(Cl)cc3)c(=O)n2)ccc1O	78	77	92	91	104	70	97	76	76
CC(C(=O)O)c1ccccc1 (configuration not stated)	97	83	106	109	.	110	102	97	101
CN(C)c1ccc(C(=NO)c2ccc(N(C)C)cc2)cc1	34	58	56	46	59	54	3.9*	51	28
O=C1C(Cl)=C(Nc2ccc3cn[nH]c3c2)C(=O)c2ccccc21	11	-42*	-100*	77	-83*	-85*	5.9*	-99*	-93*
COc1ccc(Oc2nc(NCCCCN(C)C)ncc2[N+](=O)[O-])cc1	96	.	102	96	94	89	94	94	101
COc1ccc2c(c1)C(=O)/C(=C/c1cccc(OCC(=O)c3ccccc3)c1)CC2	94	.	.	100	96	112	104	92	77
CCCN1[C@@H]2CC[C@H]1/C(=C\c1ccc(OC)c(OC)c1)C(=O)/C2=C/c1ccc(OC)c(OC)c1	59	44	60	57	87	61	31	59	41
CCCCCCCCOC(=O)c1[nH]cnc1/N=N\N(C)C	106	88	113	95	95	108	112	98	105
Cc1cc(C)n(-c2nc3ccccc3n3c(C)nnc23)n1	94	93	104	106	104	84	96	103	97
Brc1ccc(C2=Nn3c(nnc3-c3ccccc3)SC2)cc1	98	102	107	90	106	118	104	109	102
Cc1ccc(/C=C2\SC(=S)NC2=O)s1	102	102	118	93	96	76	112	111	100
CC(O[N+](=O)[O-])c1cccc([N+](=O)[O-])c1 (configuration not stated)	103	105	118	103	120	.	115	101	95
CCCOC(=O)N[C@H]1CCc2cc(OC)c(OC)c(OC)c2-c2ccc(SC)c(=O)cc21	-22*	29	-18*	36	23	34	17	23	20
N#Cc1ccc(O)c(C2=NCC(c3ccccc3)O2)c1 (configuration not stated)	61	32	54	46	48	75	36	47	20
O=C(Nc1ccc(N=C=S)cc1Cl)c1cc(Cl)cc(Cl)c1O	92	87	107	88	107	83	110	107	102
CCCCCCSc1cc(=O)[nH]c(N)n1	95	87	101	96	109	100	99	99	90
CC(=O)c1c(C)[nH]c2c1c(-c1ccncc1)nc1ccccc12	90	89	96	98	99	76	84	100	95
CCOC(=O)C1=NN(c2ccccc2)C(=O)C1N=Nc1ccc(S(=O)(=O)Nc2ncccn2)cc1 (configuration not stated)	105	90	113	102	114	85	92	105	99
Cn1c2ccccc2c2ccccc21	108	105	106	98	110	86	.	103	97
O=C(O)C1=NN(c2cc(Cl)c(S(=O)(=O)O)cc2Cl)C(=O)C1	103	108	114	111	.	101	108	109	93
Nc1ncc(-c2ccc(Br)cc2)s1	114	119	96	104	102	119	110	91	99
COc1cc(-c2nc(-c3nnc(-c4ccc(F)cc4)o3)c3ccccn23)cc(OC)c1OC	77	90	87	73	97	51	.	67	86
CCOc1ccc2nc(NC(=O)CN3CCN(CCN4C(=O)c5cccc6cccc(c56)C4=O)CC3)sc2c1	83	.	68	63	89	91	85	60	56
O=c1cc(-c2ccc3c(c2)OCCO3)oc2cc(Cl)ccc12	-33*	43	26	30	66	-39*	20	21	4.3*
O=C(CCC1CCCCC1)OC1CCCCC1	101	97	109	106	95	94	104	104	103
COc1ccc(/C=c2\c(=O)n(-c3ccccc3)c3nnc(-n4nc(SC)nc4N)n23)cc1	98	99	116	101	107	105	.	96	101
N#CCCN1CCCC1=O	103	101	105	97	.	77	105	97	112
COc1cc2c(cc1OC)C1=NN(C(=O)Nc3ccc(F)cc3)C(c3ccccc3Cl)C1C2 (configuration not stated)	102	88	99	89	97	109	84	92	75
NC(=O)N1CCN(c2ccccc2)CC1	93	95	111	106	95	78	108	108	100
CCCCn1c(=O)[nH]c2c(c1=O)C(c1ccc(Cl)cc1)c1c([nH]c(=O)n(CCCC)c1=O)N2	101	93	105	100	103	92	90	99	94
CCCC(=O)OC1CCCCC1C1CCCCC1 (configuration not stated)	98	98	111	101	105	84	103	109	92
COc1cccc(/C=N\NC(=O)C2CC2)c1	121	93	113	98	102	99	112	104	102
c1ccc(-c2csc(Nc3ncccn3)n2)nc1	103	80	85	.	95	112	59	74	65

A draw from above in order of molar mass, rising.
SMILES	SF-539	PC-3	DU-145	SNB-19	HCC-2998	SNB-75	SF-295	SF-268	U251
N#CCCN1CCCC1=O	103	101	105	97	.	77	105	97	112
O=C(CCC1CCCCC1)OC1CCCCC1	101	97	109	106	95	94	104	104	103
CCCCn1c(=O)[nH]c2c(c1=O)C(c1ccc(Cl)cc1)c1c([nH]c(=O)n(CCCC)c1=O)N2	101	93	105	100	103	92	90	99	94

(next part)
SMILES	SF-539	PC-3	DU-145	SNB-19	HCC-2998	SNB-75	SF-295	SF-268	U251
COc1ccc(S(=O)(=O)O)c2ccccc12	104	99	100	112	105	111	100	88	106
COc1cc(OCc2cccc(-c3ccc4c(c3)OCCO4)c2C)cc(OC)c1CN[C@@H](CO)C(=O)O	98	98	99	101	101	77	99	99	91
CC(=O)C1CC(C#N)=C2C=Cc3c(ccc4ccccc34)N21 (configuration not stated)	82	50	101	87	108	95	97	88	80
CCCC1Cc2cc(-n3nc(C)c4c3CC(C)(C)CC4=O)cc(NC3CCC(O)CC3)c2C(=O)N1 (configuration not stated)	34	43	54	50	34	67	21	65	42

Source: PubChem BioAssay (NCI)
